From PubChem BioAssay
hcDAF12 agonist = H. contortus DAF-12 activation, primary screen; HEK293 hcDAF-12 lit1-tk-luc reporter, luminescence; 0% DMSO, 100% Δ7-dafachronic acid; activation, % at 6.8 µM; actives 1.4% (n = 370,000); AID 652067;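 active = activation above the mean of all tested compounds plus 3 SD, cut at about 5.5% in these data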;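 note: 100% = response to 3 µM Δ7-dafachronic acid high control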
DAX1 inh-1 = DAX1 (NR0B1) inhibition, primary screen | AID 652010 | inhibition, % at 6.8 µM | HEK293T StAR-luciferase reporter, SF-1/DAX-1 repression relief | actives 1.1% (n = 370,000);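 active = inhibition above the mean over all tested compounds plus 3 SD, cut at about 3.6% in these data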;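 note: 0% = DAX-1 cells with DMSO and 100% = cells lacking DAX-1 with DMSO; higher inhibition means more luminescence from relief of DAX-1 repression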
sPLA2-III inh = Inhibits HGIII-sPLA2 liposome hydrolysis, primary screen; QFRET BODIPY PC-A2 liposome hydrolysis, fluorescence; inhibition, % at 12.2 µM; actives 0.56% (n = 370,000); AID 743126;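 active = inhibition above mean plus 3 SD of compounds lying within the high and low control bounds, cut at about 19% in these data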;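 note: 0% = median of test compound wells and 100% = no enzyme DMSO wells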
Target sequence (Q9NZ20 whole entry, looked up): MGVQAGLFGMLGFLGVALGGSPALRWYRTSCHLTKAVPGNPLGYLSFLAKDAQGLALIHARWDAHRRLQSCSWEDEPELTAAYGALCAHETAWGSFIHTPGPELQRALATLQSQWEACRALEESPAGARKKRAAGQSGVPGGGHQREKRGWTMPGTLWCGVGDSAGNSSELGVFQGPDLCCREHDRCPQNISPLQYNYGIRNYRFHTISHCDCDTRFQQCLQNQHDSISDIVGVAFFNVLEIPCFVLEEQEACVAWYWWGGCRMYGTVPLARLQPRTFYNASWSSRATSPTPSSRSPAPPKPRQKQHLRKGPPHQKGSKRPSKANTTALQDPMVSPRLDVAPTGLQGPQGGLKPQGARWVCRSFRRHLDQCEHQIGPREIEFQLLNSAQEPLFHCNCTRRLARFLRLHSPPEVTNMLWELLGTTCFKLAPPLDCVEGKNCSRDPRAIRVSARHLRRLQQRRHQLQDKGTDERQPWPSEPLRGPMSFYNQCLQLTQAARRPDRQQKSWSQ
FXN GAA850 act = increases GAA850 frataxin promoter reporter activity | HEK293 lucGAA850 FXN promoter luciferase reporter, 24 h; percent of 10 µM SAHA response | AID 540364 | activation, % at 6 µM | actives 0.56% (n = 360,000);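 active = activation above the average of all compounds screened plus 3 SD, cutoff fixed separately per campaign, cut at about 7.5% in these data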;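 note: 0% = DMSO wells and 100% = 10 µM SAHA wells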
ssDAF-12 act = activators of S. stercoralis DAF-12 nuclear receptor. activation, % at 6.8 µM. HEK293 ssDAF-12/GRIP1 lit1-tk-luc reporter, luminescence; % of 3 µM dafachronic acid response. actives 1% (n = 370,000);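 active = activation above the mean over all tested compounds plus 3 SD, cut at about 0.9% in these data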;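 note: 0% = DMSO-only wells and 100% = 3 µM delta7-dafachronic acid wells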
GC-A act = GC-A (human) enzyme activation | P16066 | HEK293 GC-A cells, cGMP TR-FRET, EC30 ANP; 0% at EC30 ANP, 100% saturating ANP | activation, % at 10 µM | actives 0.14% (n = 370,000) | AID 1671463; in the data active = activation above about 40%
DAX1 inh-2 = inhibitors of human orphan nuclear receptor DAX1 (NR0B1) | actives 0.99% (n = 340,000) | AID 504766 | inhibition, % at 6.75 µM | P51843 | HEK293 Gal4-DAX1 luciferase reporter, luminescence;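 active = inhibition above the mean over all tested compounds plus 3 SD, cut at about 4.2% in these data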;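 note: 0% = DAX1-transfected cells with DMSO and 100% = empty-vector control cells with DMSO; inhibition shows as a rise in luminescence from relieved DAX1 repression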
Target sequence (P51843 207-470 limits assumed): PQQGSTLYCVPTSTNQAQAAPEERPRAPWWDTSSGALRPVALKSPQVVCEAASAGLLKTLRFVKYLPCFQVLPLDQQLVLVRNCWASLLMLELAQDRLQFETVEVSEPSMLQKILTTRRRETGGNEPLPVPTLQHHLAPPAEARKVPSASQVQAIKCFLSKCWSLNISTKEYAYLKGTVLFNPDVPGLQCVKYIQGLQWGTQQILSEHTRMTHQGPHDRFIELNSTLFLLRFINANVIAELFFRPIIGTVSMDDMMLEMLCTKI
GC-B act = GC-B (human) receptor activation; P20594; HEK293-GC-B cells, CNP EC30, cGMP TR-FRET; 0% at EC30 CNP, 100% saturating CNP; activation, % at 10 µM; actives 0.11% (n = 370,000);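 active = activation at 10 µM reaching about 35% in either raw or pattern-adjusted values, limit read from the data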
proKLK7 act = proKLK7 (human) activation, primary screen. P49862. purified proKLK7, EDANS-DABCYL substrate fluorescence; 100% is mature enzyme control, 0% vehicle. activation, % at 7 µM. actives 0.9% (n = 370,000);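 active = activation above the mean of all tested compounds plus 3 SD, computed per campaign excluding outliers beyond control limits, cut at about 13% in these data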
Target sequence (P49862 whole entry, looked up): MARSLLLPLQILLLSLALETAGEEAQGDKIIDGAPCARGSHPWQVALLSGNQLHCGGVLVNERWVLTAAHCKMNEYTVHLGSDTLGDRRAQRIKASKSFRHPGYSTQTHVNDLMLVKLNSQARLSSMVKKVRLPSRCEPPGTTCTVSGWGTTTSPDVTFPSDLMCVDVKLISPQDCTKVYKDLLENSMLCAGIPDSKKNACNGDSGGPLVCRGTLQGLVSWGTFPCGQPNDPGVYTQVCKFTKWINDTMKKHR
SMARCA2 activ = activators of SMARCA2 function; MG213 cells, MMTV-luciferase reporter, dexamethasone, overnight; activation, % at 9.1 µM; actives 1% (n = 370,000); in the data active = activation above about 7.8%;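 note: 0% = vehicle wells and 100% = reference activator wells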
hgDAF12 agonist = hgDAF-12 agonism, primary luciferase screen. actives 1.8% (n = 370,000). activation, % at 6.8 µM. HEK293 GAL4-hgDAF12 UAS-luciferase reporter, agonist luminescence; normalized to butyrate control. AID 687014;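 active = activation above a cutoff set at the mean of all screened compounds plus 3 SD, cut at about 10% in these data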;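 note: 0% = DMSO wells and 100% = sodium butyrate wells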
* hit, by the source's call; . = not tested or not shown.

SMILES	hcDAF12 agonist	DAX1 inh-1	sPLA2-III inh	FXN GAA850 act	ssDAF-12 act	GC-A act	DAX1 inh-2	GC-B act	proKLK7 act	SMARCA2 activ	hgDAF12 agonist
O=c1oc(=O)c2ccccc2c2ccccc12	-0.2	-0.6	-1.8	-0.2	-1.3	-1.6	0.3	6.8	0.2	-1.5	-0.3
CCN(CC1COc2ccccc2O1)S(=O)(=O)c1ccc(C)cc1 (configuration not stated)	-0.2	-0.8	2.8	1.5	-0.7	2.5	-0.3	2.5	0.0	-2.6	-1.1
COc1ccc2c(c(-c3ccccc3)cn2C)c1-c1ccccc1	0.5	0.1	10.0	.	-1.4	-7.2	.	-2.9	-1.9	-2.6	0.6
CCN1C(=O)N(S(=O)(=O)C(F)(F)F)[C@@H](c2ccccc2)C(C(=O)OC)=C1C	2.5	-0.4	3.0	0.5	-1.2	-4.6	-0.4	-4.7	-0.4	1.2	0.4
CN(C)CCNC(=O)c1cccc(NS(=O)(=O)c2ccc(Cl)c(Cl)c2)c1	-0.2	0.2	-16.7	-0.5	-1.6	-0.5	0.2	1.8	-0.1	-2.6	-3.8
CC(C)c1c(O)nc(SCCN2CCOCC2)[nH]c1=O	0.7	-0.1	1.7	0.4	-1.4	-4.5	1.1	2.7	0.9	3.1	3.6
O=c1c2c(ncn1CCO)nc1n2CCC1	-1.0	-0.1	2.4	-0.4	-0.2	5.2	-0.3	1.5	0.1	-0.2	2.0
O=C(COC(=O)c1cc(NS(=O)(=O)c2cccs2)ccc1O)Nc1ccccc1	-0.9	-0.3	-22.9	0.9	-1.4	-1.2	2.1	-1.6	-1.0	0.5	1.7
CCCCNc1c(CCc2ccccc2)nc2nc(C)cc(C)n12	-0.8	-1.2	-12.8	.	-1.2	4.5	.	3.3	0.4	-1.6	3.7
Cc1ccc(NC(=O)NC2CCCCCCC2)c(C)c1	-0.5	-0.5	-2.3	2.4	-0.7	1.1	0.5	-0.7	-0.4	1.9	2.0
COc1ccc(CC2S/C(=C(\C#N)C(=O)NCc3ccco3)N(c3ccc(C)cc3)C2=O)cc1 (configuration not stated)	-0.7	-0.6	-17.4	1.2	-0.9	-1.4	-0.7	0.2	-0.2	2.5	1.1
CCn1ncc(NC(=S)Nc2ccc(OC)c(OC)c2)c1C(N)=O	-1.3	-1.0	-5.9	-1.6	-1.1	0.8	1.6	-2.4	0.2	0.4	-0.6
CCC(C)NC(=O)Cn1c(=O)n(-c2ccccc2)c(=O)c2ccc(C(=O)NCc3ccco3)cc21 (configuration not stated)	0.0	-0.7	3.6	-1.7	-1.1	-0.8	1.2	0.4	0.1	-2.6	-0.1
O=C1OCCC1Sc1nnc(-c2cccnc2)n1-c1ccccc1F (configuration not stated)	-0.9	0.2	1.9	1.3	-1.2	-0.2	.	6.5	0.5	-1.9	-0.2
CC(C)(C)c1cc(CCC(=O)NN)cc(C(C)(C)C)c1O	-1.0	0.2	-0.8	1.1	-1.7	1.2	-0.3	1.8	0.5	-3.3	0.4
CCN(CC)S(=O)(=O)c1ccc(N2CCCC2)c(NC(=O)C2CCCCC2)c1	-1.6	-0.4	-2.3	0.5	-0.8	-7.2	-2.5	0.7	0.4	-1.1	-3.2
OCCNCc1c(OCc2ccc(Cl)cc2)ccc2ccccc12	-2.1	-0.7	-5.6	-2.6	-1.4	-51.1	-0.9	-16.5	-0.5	-2.4	0.0
COc1ccc(C(c2c(NC(=O)c3ccccc3)sc(C)c2C)N2CCN(CCO)CC2)cc1 (configuration not stated)	-0.9	-0.7	0.5	-1.2	-0.7	-1.3	0.2	0.6	0.2	-2.0	2.5
Cc1cc(SCC#N)n2nc(C)c(-c3ccc(Cl)cc3)c2n1	-0.5	0.2	-8.9	3.5	-2.1	16.1	-0.4	5.4	0.6	5.9	2.8
COc1ccc(Cc2c(-c3cccc(Br)c3)nc3c(C)cc(Br)cn23)c(C)c1	-0.5	-1.7	-8.7	.	-0.5	-4.7	.	-6.1	-0.6	0.1	-2.5
CNS(=O)(=O)c1cccc(C(=O)OCc2cc(Cl)cc3c2OCOC3)c1	-0.7	-1.8	-33.0	-0.1	-1.7	1.2	-0.5	2.5	0.5	-1.4	-2.6
O=C(/C=C/c1ccc(O)cc1)OCc1occc(=O)c1O[C@@H]1OC(CO)[C@@H](O)[C@H](O)[C@@H]1O (some centres not stated)	-2.4	-0.2	4.9	0.9	-0.8	-3.1	0.3	-5.4	-1.6	0.9	-0.1
COc1ccc(COC(=O)c2cc([N+](=O)[O-])ccc2N2CCOCC2)cc1F	-0.7	4.5*	0.5	-0.6	-1.2	18.3	-1.7	17.4	0.0	-3.1	-5.3
CC(=O)OC(C)(C)/C=C/C(=O)[C@](C)(O)C1[C@H](O)C[C@@]2(C)C3CC=C4C(C=C(O[C@@H]5O[C@H](CO)[C@@H](O)[C@H](O)[C@H]5O)C(=O)C4(C)C)[C@]3(C)C(=O)C[C@]12C (some centres not stated)	2.2	0.4	-3.9	-0.3	0.4	-7.8	2.1	-9.9	-0.1	0.7	-5.9
Cc1ccc2c(Cl)c(C(=O)NCC3CCCO3)sc2c1 (configuration not stated)	3.0	2.9	-6.0	4.2	-0.3	-1.8	2.8	-3.1	0.5	4.7	7.8

(list continues)
SMILES	hcDAF12 agonist	DAX1 inh-1	sPLA2-III inh	FXN GAA850 act	ssDAF-12 act	GC-A act	DAX1 inh-2	GC-B act	proKLK7 act	SMARCA2 activ	hgDAF12 agonist
Nc1ccccc1S(=O)(=O)NCCCCc1ccccc1	-2.5	-0.3	-26.5	-0.4	-1.3	-5.2	-0.6	-2.6	0.0	-2.0	-0.3
CCOc1ccccc1N(CC(=O)Nc1ccccc1C(=O)O)S(C)(=O)=O	-0.7	-0.7	-0.9	-5.0	0.3	-2.6	-0.3	2.2	0.2	3.3	-0.4
CCOc1c(C)cnc2c1c(=O)n(Cc1ccccc1F)c(=O)n2C	-1.6	-0.2	1.8	1.7	-1.2	5.8	0.4	2.5	0.2	-2.5	-0.1
N#C/C(=C\Nc1ccccc1SC(F)(F)F)c1nc(-c2ccccc2)cs1	0.1	-0.2	4.2	2.4	-0.8	1.7	-0.9	-1.3	-0.7	0.6	1.7
O=C(CSc1nnc(CCCO)n1-c1ccccc1)NCCc1ccccc1	-0.7	0.0	3.0	-1.8	-1.5	0.5	-0.8	-5.2	0.1	-2.5	-0.3
CC(NS(=O)(=O)c1ccccc1)C(c1cccs1)N1CCOCC1 (configuration not stated)	-0.5	-0.1	-6.4	0.9	-1.2	-2.7	1.6	-2.8	0.1	-0.2	0.4
O=C(Nc1ccc(F)cc1)C(c1ccncc1)N1CCN(c2cccc(C(F)(F)F)n2)CC1 (configuration not stated)	-2.3	-0.8	-12.4	.	-0.4	-4.5	.	2.1	1.0	-3.8	-0.1
CC(C)n1nnnc1C1c2ccccc2C(=O)N1Cc1ccc(F)cc1 (configuration not stated)	-0.3	-0.9	8.5	.	-0.1	-3.7	.	8.5	-0.2	-4.0	-3.7
Cc1ccc(C2=CSC3=NCCN23)cc1	-0.5	0.1	-8.3	0.8	1.9*	0.7	1.0	4.7	0.1	-0.4	0.0
O=C(COC(=O)c1cccnc1)Nc1cccc(Cl)c1	0.3	-0.4	8.0	0.0	-1.3	6.4	-1.0	2.8	-0.1	0.0	-0.7
O=C(NC(=S)NCc1ccccc1)c1ccccc1	-1.9	-1.0	-1.9	1.1	-1.7	6.7	1.1	-0.2	0.3	-1.8	2.3
COCCn1c(-c2ccc(-c3ccc([N+](=O)[O-])cc3Br)o2)nc2c1c(=O)[nH]c(=O)n2CC(C)C	-0.1	0.6	1.0	1.7	-1.4	-0.1	-0.6	7.4	-0.1	-3.2	1.1
COC(=O)c1n[nH]n(-c2cc(Cl)cc(Cl)c2)c1=O	1.1	0.2	-1.0	0.3	-1.4	-1.5	2.4	2.5	0.3	-0.1	1.5
COC(=O)c1ccc(-c2nc3ccccc3[nH]2)cc1	5.0	5.3*	-3.5	3.7	0.8	1.1	-1.1	3.3	42.7*	5.0	14.9*
O=[N+]([O-])c1cccc(CSc2ncnc3ccccc23)c1	-0.3	-2.1	-5.7	0.2	-1.4	0.9	-0.7	6.2	0.1	-0.9	2.2
C=CCOc1ccccc1CN1CCC(C(=O)Nc2cccc(-c3ccn[nH]3)c2)CC1	-3.8	-0.4	-25.3	-3.9	-1.2	-8.4	-0.2	-2.6	0.8	-0.5	-2.5
CC1CC(C)CN(C(=O)COC(=O)c2cc3ccccc3oc2=O)C1 (configuration not stated)	0.7	-0.6	17.5	5.0	0.1	-1.0	2.9	1.1	-1.1	-3.0	5.4
CCC(C)NC(=O)c1ccc(NS(=O)(=O)c2ccc3[nH]c(=O)[nH]c3c2)cc1 (configuration not stated)	1.2	0.8	-1.0	-1.1	-1.0	1.1	-0.1	-1.5	-0.1	-2.3	-1.2
CCOC(=O)C1CCN(C(=S)Nc2cc(C)ccc2C)CC1	-1.6	-0.3	10.7	-2.0	-1.0	3.5	-0.7	3.9	-1.0	-3.9	-0.1
CCN(CC)CCNC(=O)CCCNC(=O)Cn1cnc2sc(C)c(C)c2c1=O	-0.7	-0.1	0.9	1.2	-1.6	3.2	1.2	4.8	0.1	-1.5	2.4
C=CCNC(=O)c1cc2c(=O)n3ccccc3nc2s1	-0.1	1.7	-1.2	6.8	-0.5	7.2	1.4	-2.0	51.9*	5.5	5.6
Cn1c(SCC(=O)NCc2cccs2)nnc1-c1ccc(S(=O)(=O)N2CCCC2)cc1	-2.1	-0.2	2.7	-2.1	-1.1	4.4	0.5	3.5	0.6	-0.6	-0.7
Cc1ccc2c(Cl)c(Cc3ccccc3)c(=S)[nH]c2n1	0.0	-0.4	15.2	1.9	-1.0	9.0	0.1	1.1	-0.4	-2.0	0.3
O=C(CCCNS(=O)(=O)c1cccc2nsnc12)NCCN1CCN(c2ccccc2F)CC1	-1.4	-0.4	-6.3	1.8	-1.5	-1.3	1.8	3.6	0.4	4.3	1.5
CCC(C)C(NC(=O)OCc1ccccc1)C(=O)NCC(c1ccccc1)N(C)C (configuration not stated)	-0.9	0.2	-1.4	-1.9	-1.0	-3.4	1.2	-3.4	0.4	2.2	0.8
CCOC(=O)C1=C(C)N=c2s/c(=C\c3ccc(OCC(=O)O)cc3)c(=O)n2C1c1ccc(Cl)cc1 (configuration not stated)	-2.7	0.0	-31.9	0.7	-1.3	-5.3	0.6	-19.6	-0.3	-1.3	-2.3
CCCC1(CCC)NC(=O)N(CC(=O)Nc2ccc3c(c2)OCCO3)C1=O	0.2	-1.0	-4.3	-1.2	-1.2	2.9	2.5	2.9	0.6	1.9	0.7
NC(CO)(CO)COCc1ccccc1	1.8	-0.3	-2.4	1.3	1.3*	0.3	0.5	-4.5	0.5	-2.6	-0.2
O=C(CSc1ccc(-c2cccnc2)nn1)N1CCCCC1	1.2	-0.2	-0.4	2.1	-0.4	1.8	0.9	-3.0	0.4	0.9	-1.8
COc1ccc(NC(=O)COC(=O)CCc2ccc(S(=O)(=O)N3CCOCC3)cc2)cc1Cl	-2.2	0.7	-18.0	1.3	-0.8	-4.8	1.5	3.2	0.1	-3.8	-2.4
